High-throughput results: PubChem BioAssay, The Scripps Research Institute Molecular Screening Center
mABHD4 FP – inhibits mouse alpha/beta hydrolase domain 4. purified mABHD4, FP-Rh probe fluorescence polarization. inhibition, % at 8.92 µM. 0.54% of 370,000 active. AID 720543;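 active = inhibition exceeding the mean over every tested compound plus 3 SD, cut at about 30% in these data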;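 also: 0% = plate median of compound wells and 100% = S159A mutant with DMSO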
Target sequence (Q8VD66 whole entry, looked up, the tested form may be a part): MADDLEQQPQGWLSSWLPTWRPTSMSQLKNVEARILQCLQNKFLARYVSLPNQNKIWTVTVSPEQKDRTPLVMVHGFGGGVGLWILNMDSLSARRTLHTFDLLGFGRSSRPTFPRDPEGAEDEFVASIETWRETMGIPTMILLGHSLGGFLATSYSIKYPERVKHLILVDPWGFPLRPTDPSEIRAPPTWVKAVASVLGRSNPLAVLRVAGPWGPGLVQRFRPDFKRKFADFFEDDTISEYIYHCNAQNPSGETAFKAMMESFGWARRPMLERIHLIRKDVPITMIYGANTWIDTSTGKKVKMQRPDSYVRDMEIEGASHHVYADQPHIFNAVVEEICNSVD
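Test system: mouse ABHD4 enzyme, wild type. Reagent: FP-Rh fluorescent activity-based probe, added after compound pre-incubation. Timing: pre-incubation 45 min, probe exposure 60 min, at 25 °C. Technique: FP readout, ex 525 nm / em 598 nm. Benchmarks: high control S159A mutant with DMSO, low control median of compound wells.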
PRMT1 inh – PRMT1 (human) inhibition, primary screen. Q99873. recombinant PRMT1, activity-based probe fluorescence polarization. inhibition, % at 2.79 µM. 1.3% of 370,000 active;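 active = inhibition above about 21% made by adding two undisclosed values, limit read from the data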
SIAE primary – inhibitors of human sialic acid acetylesterase SIAE; inhibition, % at 9.66 µM; AID 1053197; 0.69% of 370,000 active; SIAE FP-Rh probe binding, fluorescence polarization;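 active = inhibition above a cutoff: mean of compounds within the control limits plus 3 SD of those, cut at about 17% in these data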;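 also: 0% = plate median of compound wells and 100% = probe without SIAE protein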
Target sequence (Q9HAT2 whole entry, looked up): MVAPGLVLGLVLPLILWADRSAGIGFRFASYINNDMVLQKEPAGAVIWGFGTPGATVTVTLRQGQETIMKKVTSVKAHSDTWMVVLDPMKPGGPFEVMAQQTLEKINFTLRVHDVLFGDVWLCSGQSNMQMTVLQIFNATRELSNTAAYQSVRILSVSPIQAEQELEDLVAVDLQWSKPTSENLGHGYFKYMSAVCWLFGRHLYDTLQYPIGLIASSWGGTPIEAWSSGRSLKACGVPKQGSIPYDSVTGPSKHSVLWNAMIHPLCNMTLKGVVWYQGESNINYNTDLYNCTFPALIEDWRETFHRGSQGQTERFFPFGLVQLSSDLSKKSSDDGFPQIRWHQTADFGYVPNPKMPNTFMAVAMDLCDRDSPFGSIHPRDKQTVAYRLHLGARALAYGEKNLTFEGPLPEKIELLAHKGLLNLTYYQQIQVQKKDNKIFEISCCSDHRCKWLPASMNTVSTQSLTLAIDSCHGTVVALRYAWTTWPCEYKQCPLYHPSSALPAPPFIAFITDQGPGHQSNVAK
LEDGF integ inh – blocks HIV-1 LEDGF/p75-dependent DNA integration; TR-FRET IN-LEDGF/p75 DNA integration, Eu/Cy5; inhibition, % at 3.7 µM; 0.64% of 370,000 active;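 active = inhibition above the screen-wide mean plus 3 SD, cut at about 13% in these data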;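 also: signal is the Cy5 over europium emission ratio at 671 and 618 nm; 0% = plate median of compound wells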
PG9 binder – binds the HIV-1 gp120 antibody PG9; inhibition, % at 6.7 µM; TR-FRET gp120-PG9 antibody binding; AID 624416; 0.43% of 360,000 active; in the data active = inhibition above about 8.5%
TCR CD3 inh – blocks the human TCR-CD3 interaction | AID 651800 | 0.37% of 360,000 active | inhibition, % at 9.4 µM | TAMRA-labeled TCR probe fluorescence, biochemical; in the data active = inhibition above about 19%;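 also: recombinant mutant TCR 2C K166C tagged with TAMRA read by polarization; 0% = receptor in buffer alone and 100% = receptor with positive control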
UHRF1 binding – UHRF1 methyl-DNA binding inhibition. Q96T88. UHRF1 binding to methylated oligo, TR-FRET. inhibition, % at 4.4 µM. 0.75% of 370,000 active. AID 687016; in the data active = inhibition above about 21%;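 also: UHRF1 SRA domain binding a hemimethylated CpG hairpin DNA probe; 0% = median of test compound wells and 100% = reference inhibitor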
Tn7 DDE FP – disrupts Tn7 cyclic peptide binding to fibrin D-Dimer-E complex; FP displacement of FITC-Tn7 peptide from fibrin DD(E); 0% = median of compound wells per plate; inhibition, % at 8.3 µM; 0.13% of 370,000 active; AID 720508;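 active = inhibition above the mean of compounds falling within the control limits plus 3 SD of them, cut at about 14% in these data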;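 also: 0% = plate median of compound wells and 100% = 10 µM Aha-Tn7 peptide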
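Also added: labelled Tn7 tracer, 0.1 µM; Assay system: human fibrin DD(E) protein; Amount: 2 µM fibrin DD(E); Schedule: 10 min compound pre-incubation, 3 h probe incubation at room temperature; Repeats: one replicate per compound; Read-out basis: percent inhibition; Measured by: fluorescence polarization of the labelled Tn7 tracer.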
TDP2 absorb – TDP2 (human) inhibition, absorbance primary screen | O95551 | recombinant TDP2, T5PNP hydrolysis, p-nitrophenol absorbance 415 nm | inhibition, % at 12.8 µM | 0.34% of 370,000 active;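 active = inhibition above the mean of all tested compounds plus 3 SD, set per campaign, cut at about 25% in these data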;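 also: 0% = DMSO with enzyme and 100% = buffer with substrate but no TDP2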
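System: recombinant human TDP2 / Amount: 120 nM TDP2 per well / Also added: 5 mM T5PNP chromogenic substrate / Doses: 12.8 µM single point, 1% DMSO / Incubation: 2 h at 37 °C / Detection: p-Nitrophenol epi absorbance / Evaluation: % inhibition relative to enzyme-containing and enzyme-free wells / Repeats: singlicate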
HTRA1 inhibitor – blocks human HTRA1 serine peptidase. 0.5% of 340,000 active. recombinant HTRA1, FP-rhodamine activity-based probe, fluorescence polarization. inhibition, % at 5.96 µM. Q92743; in the data active = inhibition above about 36%;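 also: 0% = enzyme with DMSO and 100% = wells lacking enzyme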
The depositor's hits bear a star; nt = no result given.

SMILES | mABHD4 FP | PRMT1 inh | SIAE primary | LEDGF integ inh | PG9 binder | TCR CD3 inh | UHRF1 binding | Tn7 DDE FP | TDP2 absorb | HTRA1 inhibitor
CC1Cc2ccccc2N1c1ncnc(N)c1[N+](=O)[O-] (stereo not given) | -9 | 12 | -4 | -5 | -1.4 | -3 | -4 | 6 | -8 | -3
CCCCCn1c(CN2CCN(Cc3ccccc3)CC2)nc2c1c(=O)[nH]c(=O)n2C | 12 | 0 | 1 | 0 | 2.5 | -1 | 2 | 2 | 2 | 5
COc1ccccc1C(=O)NCCc1nc2ccccc2[nH]1 | 2 | -1 | 5 | 3 | -0.2 | 2 | 2 | 0 | -7 | 10
C[C@@H](C(=O)Nc1ccc2ccccc2c1)[C@H]1C[C@]1(C)[C@H](NS(=O)(=O)c1ccc(-c2ccccc2)cc1)c1ccccc1 | -34 | 0 | -37 | -3 | -1.4 | 1 | 0 | 2 | -3 | nt
CN(CC1CCCN(CCc2cccc(C(F)(F)F)c2)C1)C(=O)c1cc2ccccc2o1 (stereo not given) | 0 | -2 | -1 | 0 | -0.2 | 5 | 0 | 0 | -1 | -3
CCc1ccc2nc(N(CCN(C)C)C(=O)c3ccc4ncsc4c3)sc2c1 | 9 | 43* | -3 | -2 | -0.2 | -6 | 5 | 6 | 5 | -5
CCN(C(=O)CSc1ncccc1C(=O)O)C1CCCCC1 | 2 | -3 | 5 | 2 | -0.5 | -3 | 1 | 0 | 3 | 7
COc1ccc(/C(O)=C2/C(=O)C(=O)N(CCCN3CCOCC3)C2c2ccc(Cl)cc2)cc1 (stereo not given) | 6 | 2 | 4 | 0 | 12* | -5 | 0 | 6 | 3 | 6
CN1CCN(CCNC(=O)Nc2ccc([N+](=O)[O-])cc2)CC1 | 4 | -1 | 6 | -1 | -0.5 | 0 | -1 | 8 | 6 | 5
CC(=O)N1N=C(c2ccc(Br)cc2)CC1c1cn(C)c2ccccc12 (stereo not given) | -12 | -3 | -3 | -2 | 1.0 | 2 | -4 | 0 | 7 | -38
Cc1ccc(OCCSc2nc(NC(C)C)nc(NC(C)C)n2)cc1 | 0 | 3 | -17 | -4 | 0.2 | -9 | 4 | 2 | -5 | -24
Oc1ccccc1N=Cc1c(O)ccc2ccccc12 | 45* | 13 | 11 | 1 | -4.5 | 29* | -12 | 7 | 2 | 63*
CCCCn1nnnc1C(c1cc2ccccc2o1)N(C)Cc1ccc(Cl)cc1 (stereo not given) | -11 | -2 | -5 | -2 | -0.7 | 9 | 2 | 5 | 7 | nt
O=C(CSc1nnc(COc2ccc(Br)cc2)o1)N1CCOCC1 | 1 | 0 | -4 | 1 | -1.0 | 1 | 0 | 9 | -8 | 0
COc1ccc(-c2nc3ccccc3c(=O)n2CCOc2ccc(C)cc2C)cc1 | 3 | 0 | 7 | -1 | -0.9 | 2 | 0 | -2 | -5 | 7
COc1ccccc1-c1cc2nc(NCCOc3ccccc3)ccn2n1 | -14 | 3 | 0 | 3 | -0.2 | -7 | -3 | 1 | 1 | nt
CCN(CC)S(=O)(=O)c1ccc2oc(C(=O)NC(C)C)c(C)c2c1 | 4 | 0 | 1 | -1 | 0.5 | -4 | -1 | 8 | 11 | 2
CN(C)c1ccncc1C(=O)Nc1ccc(F)cc1F | -8 | 6 | -6 | 1 | 0.6 | -5 | 4 | 2 | 0 | -2
CSc1nc2nccc(/C=C\c3ccccc3)n2n1 | -9 | 1 | -1 | 4 | -0.3 | -2 | -4 | -5 | -6 | -10
Cc1ccc(-n2ncc3c2CCCC3NC(=O)CCN2CCCC2=O)cc1C (stereo not given) | 3 | -2 | -6 | 1 | -1.2 | -7 | 0 | -2 | 6 | 3
COc1cccc(OCc2ccc(C(=O)NCC3CCCO3)cc2)c1 (stereo not given) | -3 | 1 | 2 | 0 | -0.8 | 0 | -2 | 1 | 8 | -3
CC(C)NC(=O)COc1nncc2ccccc12 | 2 | -2 | 1 | 4 | -3.2 | 4 | 0 | -3 | -16 | 4
O=C(CN1CCOCC1)N/N=C/c1ccc(-c2ccc(C(=O)O)cc2)o1 | -5 | 3 | -1 | -10 | 0.1 | -3 | 3 | 2 | -4 | -4
COC(=O)[C@]12C[C@H](CC(=O)N3CCC(c4ccccc4)CC3)C(=O)N(Cc3cccc4ccccc34)C1=C[C@H](C1CCCC1)O[C@@H]2C | -8 | 0 | -8 | -2 | nt | nt | 3 | 1 | 0 | nt
COc1ccc(-n2c(SCC#N)nc3c(sc(=S)n3-c3ccccc3)c2=O)c(OC)c1 | 4 | 8 | 6 | -2 | 1.1 | 8 | 2 | 1 | 6 | -10

Part of the list above, with values under each structure:
Each structure is followed by: mABHD4 FP | PRMT1 inh | SIAE primary | LEDGF integ inh | PG9 binder | TCR CD3 inh | UHRF1 binding | Tn7 DDE FP | TDP2 absorb | HTRA1 inhibitor
- CN(C)c1ccncc1C(=O)Nc1ccc(F)cc1F
    -8 | 6 | -6 | 1 | 0.6 | -5 | 4 | 2 | 0 | -2
- COc1ccc(-n2c(SCC#N)nc3c(sc(=S)n3-c3ccccc3)c2=O)c(OC)c1
    4 | 8 | 6 | -2 | 1.1 | 8 | 2 | 1 | 6 | -10
- CN1CCN(CCNC(=O)Nc2ccc([N+](=O)[O-])cc2)CC1
    4 | -1 | 6 | -1 | -0.5 | 0 | -1 | 8 | 6 | 5

Further results follow.
SMILES | mABHD4 FP | PRMT1 inh | SIAE primary | LEDGF integ inh | PG9 binder | TCR CD3 inh | UHRF1 binding | Tn7 DDE FP | TDP2 absorb | HTRA1 inhibitor
O=C(NC1CCCC1)C(c1cccnc1)N(Cc1ccccc1F)C(=O)c1csnn1 (stereo not given) | -4 | -4 | 0 | 0 | 0.9 | -3 | -2 | 6 | 7 | 2
CCN(C)C1CN(Cc2cn(Cc3ccc(C(F)(F)F)cc3)nn2)S(=O)(=O)C1 (stereo not given) | -3 | 4 | -2 | -2 | -1.2 | 1 | 8 | 6 | -3 | nt
C/C(=N\NC(=O)c1ccc2c(c1)OCO2)c1ccc(O)cc1 | 2 | -1 | 6 | 1 | -3.1 | 4 | -3 | 3 | 8 | -1
CC1CCCN(C(=O)COc2ccc(Nc3ccccc3)cc2)C1 (stereo not given) | 7 | 2 | 2 | -7 | -0.2 | 5 | -2 | 7 | -11 | 6
CCOC(=O)C1CCN(C(=O)CCc2nnc3ccc(N4CCC(C)CC4)nn23)CC1 | -8 | -2 | 3 | 0 | 0.7 | -1 | 0 | 1 | -4 | 11
COc1ccc(C2(C)NC(=O)N(CC(=O)c3cc(C)n(C4CC4)c3C)C2=O)cc1OC (stereo not given) | 2 | 1 | -8 | 2 | -2.2 | -2 | -2 | 0 | 2 | 0
Nc1nnc2c(C(F)(F)F)nc3ccccc3n12 | -3 | 2 | -5 | -3 | -0.5 | 3 | -4 | 3 | 7 | 0
Clc1cccc2sc(-c3nnc(-c4ccccc4)o3)c(Cl)c12 | 5 | 1 | -2 | 2 | 1.0 | -4 | -1 | -5 | 4 | 4
CCOC(=O)c1ccc(S(=O)(=O)N2CCN(C(=O)c3cccc(S(=O)(=O)N4CC(C)OC(C)C4)c3)CC2)cc1 (stereo not given) | 6 | 3 | -3 | -6 | -1.3 | -9 | 1 | -1 | -7 | -2
Cc1ccc(S(=O)(=O)Nc2ccc(S(=O)(=O)N3CCOCC3)cc2)cc1 | 6 | 1 | -5 | 0 | -1.1 | 3 | -2 | -1 | 0 | 3
Cc1ccc2nc(SCCC#N)nc(C)c2c1 | 0 | -3 | -6 | 2 | 2.9 | 4 | -3 | 0 | -4 | -1
CCC(C)(C(=O)NC1CCCCC1)N(C(=O)CC1NC(=O)NC1=O)c1c(C)n(C)n(-c2ccccc2)c1=O (stereo not given) | -6 | -2 | 1 | -1 | -1.9 | 4 | -2 | 0 | 3 | -3
CCOc1ccc(-c2nn(-c3ccccc3)cc2/C=C2\SC(=S)N(C3CCS(=O)(=O)C3)C2=O)cc1 (stereo not given) | 7 | 3 | -4 | 2 | -1.4 | 4 | -2 | 1 | -3 | -24
Cn1c(SCc2nc3ccccc3s2)nnc1-c1cccs1 | 2 | 5 | -6 | -1 | 1.8 | 1 | -1 | -8 | 3 | -9
CSc1ncccc1C(=O)OCC(=O)NCc1ccc2c(c1)OCO2 | -6 | -4 | 1 | 1 | -0.8 | -3 | -1 | 5 | 7 | -2
COc1ccc(C(=O)NCCSCc2ccc(C)cc2)cc1 | 2 | -2 | -1 | -6 | -1.1 | 0 | -1 | -3 | -3 | -8
Brc1ccc(OCc2nc(-c3ccccn3)n[nH]2)cc1 | -3 | -4 | -1 | -1 | -1.6 | -2 | -1 | -1 | 2 | 5
COc1ccccc1N(C(=O)c1snc(C(N)=O)c1N)C(C(=O)NCCC(C)C)c1ccco1 (stereo not given) | -13 | -5 | 0 | 0 | 1.0 | 11 | -8 | 0 | -1 | -13
O=C(CSc1ncnc2c1nnn2Cc1ccccc1)NC1CCCCC1 | 6 | -2 | 15 | -1 | 0.5 | 0 | -4 | -2 | -1 | -4
O=C(O)c1ccc2c(=O)n3c(nc2c1)/C(=C/c1ccc(Cl)c([N+](=O)[O-])c1)CC3 | 0 | -3 | 3 | 2 | -1.2 | 4 | -1 | 3 | 11 | 0
COc1ccc(CCNC(=O)c2ccc(CSc3ccccc3)o2)cc1 | -7 | 1 | -1 | 2 | -1.1 | 0 | -2 | -4 | -12 | -20
OCCNc1ncnc2c1ncn2[C@H]1CN(Cc2ccncc2)C[C@@H](CO)O1 | 1 | 1 | -1 | -1 | 1.2 | 4 | 0 | 8 | -1 | nt
O=C1CCc2ccccc2N1 | 1 | 0 | 0 | -3 | -0.3 | -2 | 2 | 5 | -2 | -1
COc1ccc(S(=O)(=O)N2CCN(C)CC2)cc1NC(=O)c1ccccc1 | 2 | 4 | -3 | 2 | -0.2 | 2 | 0 | -11 | 0 | 4
CCN(CC(=O)Nc1ccccc1OC)C(=O)CN1C(=O)NC(C)(c2ccccc2)C1=O (stereo not given) | 6 | 8 | 1 | -1 | -0.7 | 2 | -4 | -3 | 1 | 8
Cc1noc(C)c1COc1ccc(C(=O)OCC(=O)c2ccc3c(c2)OCCO3)cc1 | -4 | 2 | 4 | 3 | 0.9 | 0 | 2 | -4 | -13 | -4

Limited to PG9 binder, for some of the entries so far:
SMILES,PG9 binder
CSc1nc2nccc(/C=C\c3ccccc3)n2n1,-0.3
Cc1ccc(-n2ncc3c2CCCC3NC(=O)CCN2CCCC2=O)cc1C (stereo not given),-1.2
COc1cccc(OCc2ccc(C(=O)NCC3CCCO3)cc2)c1 (stereo not given),-0.8
